High-throughput results from PubChem BioAssay.
3CLpro inhibitor – SARS-CoV 3CLpro protease inhibitors, primary screen, biochemical, quenched FRET. Replicase polyprotein 1ab (Severe acute respiratory syndrome coronavirus), P0C6X7. recombinant SARS-CoV 3CLpro, quenched FRET peptide cleavage. inhibition, % at 6 µM. 0.14% of 290,000 active. AID 1706, 2009; in the data active = inhibition above about 12%
Anthrax LF inh2 – Bacillus anthracis LF protease inhibitors, primary screen, biochemical, multiplex microsphere, MLPCN library; inhibition, % at 10 µM; AID 588501, 2011; 0.12% of 360,000 active; Lethal factor (Bacillus anthracis), P15917; multiplex microsphere protease cleavage assay; note: plate controls were buffer without enzyme for full effect and enzyme alone for no effect
Target sequence (P15917 whole entry, looked up): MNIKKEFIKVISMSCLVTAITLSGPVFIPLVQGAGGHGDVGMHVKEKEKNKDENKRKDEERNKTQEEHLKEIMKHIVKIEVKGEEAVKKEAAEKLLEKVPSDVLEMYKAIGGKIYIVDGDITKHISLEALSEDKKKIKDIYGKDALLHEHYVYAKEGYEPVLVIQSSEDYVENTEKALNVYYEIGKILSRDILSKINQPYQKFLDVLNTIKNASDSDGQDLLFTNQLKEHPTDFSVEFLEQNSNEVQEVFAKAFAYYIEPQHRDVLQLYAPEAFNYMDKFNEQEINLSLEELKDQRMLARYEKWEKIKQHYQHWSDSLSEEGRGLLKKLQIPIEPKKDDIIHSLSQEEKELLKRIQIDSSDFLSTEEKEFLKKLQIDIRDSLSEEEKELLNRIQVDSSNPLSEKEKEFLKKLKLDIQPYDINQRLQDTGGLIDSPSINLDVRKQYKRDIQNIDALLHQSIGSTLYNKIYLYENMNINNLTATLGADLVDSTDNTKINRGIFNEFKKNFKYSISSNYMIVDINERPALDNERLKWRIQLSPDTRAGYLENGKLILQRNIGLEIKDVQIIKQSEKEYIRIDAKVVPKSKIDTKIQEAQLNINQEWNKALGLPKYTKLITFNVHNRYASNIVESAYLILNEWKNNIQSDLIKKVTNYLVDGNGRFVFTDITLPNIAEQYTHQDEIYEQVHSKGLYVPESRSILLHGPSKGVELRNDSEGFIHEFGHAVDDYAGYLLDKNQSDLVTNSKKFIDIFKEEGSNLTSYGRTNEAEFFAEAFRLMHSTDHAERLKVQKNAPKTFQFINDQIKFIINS
BoNT A protease – BoNT/A light chain protease inhibitors, primary screen, biochemical, flow cytometry, MLPCN library. multiplex microsphere protease substrate cleavage. 0.17% of 360,000 active. inhibition, % at 10 µM. Botulinum neurotoxin type A light chain protease (Clostridium botulinum A str. ATCC 3502); note: plate controls were buffer without enzyme for full effect and enzyme alone for no effect
PrPC TRFRET – inhibitors of human cell surface prion protein PrPC, primary screen, cell-based, TR-FRET. TR-FRET read-out. AID 720596, 2013. Major prion protein (Homo sapiens), P04156. inhibition, % at 13.8 µM. 0.43% of 370,000 active; in the data active = inhibition above about 24%; note: 0% = median of the test wells and 100% = reference compound wells
Vc quorum ag – inducers of Vibrio cholerae quorum light production without autoinducers, primary screen, BH1578 luxS cqsA deficient, single point. V. cholerae BH1578 lux reporter, luminescence, 6 h. activation, % at 18.7 µM. 0.16% of 350,000 active. AID 588436, 2011; in the data active = activation mostly above about 9.7%, no sharp cut-off; note: not every result past the cut was called active; inactives centre near 0; reference of the scale not given here
Y pestis TopoI – Yersinia pestis topoisomerase I inhibitors, primary screen, biochemical, cleavage product accumulation, plate reader, single point | activity, % at 10 µM | DNA topoisomerase I (Yersinia pestis CO92) | Y. pestis Topo-I cleavage product accumulation | 0.064% of 360,000 active | AID 504884, 2011; in the data active = activity above about 50%, passing the limit was not always enough; note: inactives centre near 2
TcdB GH inh – TcdB glycohydrolase inhibitors, primary screen, biochemical, single point, plate reader | TcdB glycohydrolase enzymatic assay | inhibition, % at 9.99 µM | 0.24% of 350,000 active; in the data active = inhibition above about 10%
PfHsp40 rescue – rescue of yeast from PfHsp40 toxicity, primary screen, S. cerevisiae, ATP luminescence; S. cerevisiae expressing PfHsp40, growth rescue; growth rescue, % at 12.5 µM; 0.68% of 340,000 active; in the data active = growth rescue above about 28%, passing the limit was not always enough;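 note: yeast W303a lacking pdr1 and pdr3 grown in galactose medium; growth measured after three days at 30 °C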
SSB-PriA inh – inhibitors of Klebsiella pneumoniae PriA binding to SSB C-terminal tail, primary screen, biochemical, AlphaScreen; PriA–SSB C-terminal tail interaction (Klebsiella pneumoniae); AlphaScreen SSBct-PriA binding, biotinylated peptide; inhibition, % at 33 µM; 0.6% of 430,000 active; in the data active = inhibition mostly above about 37%, no sharp cut-off; inactive = mostly below about 20%;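 note: plate controls were negative control peptide for no effect and reference peptide for full effect; strong numbers were not always called active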
The depositor's hits bear a star; i = inactive; / = no result given; & = joins results of further samples. Cut-off read from the data, not from the text of the source, unless noted: active = inhibition above about 30%; inconclusive = no clear call, values can overlap the other calls; inactive = below that. An excerpt; the hit share may differ from the screen's.

SMILES	3CLpro inhibitor	Anthrax LF inh2	BoNT A protease	PrPC TRFRET	Vc quorum ag	Y pestis TopoI	TcdB GH inh	PfHsp40 rescue	SSB-PriA inh
COc1ccc(OC)c(S(=O)(=O)NC(N)=NCCc2ccccc2)c1	2	-1	-0.1	9	-12	1	0.2	-1.6	-7
CC(C)NC(=S)NCc1cccnc1	1	-2	-0.2	5	i	-2	/	-0.8	-2
COc1ccccc1/C=C/C(=O)NNC(=O)c1cccs1	-1	-4	-0.5	-6	-0.3	7	-0.9	-1.7	1
O=C(c1nc2ccc(Cl)cn2c1CNCCc1cnccn1)N1CCCCCCC1	-4	-1	-3.2	-1	i	8	-0.6	-0.7	-4
COCCCn1cc(CN2CC(N(C)C)CS2(=O)=O)nn1 (stereo unspecified)	/	4	-0.6	-5	/	/	0.5	/	/
CCn1ccc(C(=O)NC2=C(C#N)CCC2)n1	4	5	0.7	3	i	0	/	-0.3	-26
Cn1c(NC(=O)/C=C\c2ccccc2)cc(=O)n(C)c1=O	2	0	-0.2	-19	-0.3	1	0.0	-1.0	-1
Cc1ccc(CNS(=O)(=O)c2ccc(F)c(F)c2)n1C	-6	5	2.8	-1	-0.2	3	2.0	1.2	5
CCC1(CC)NC(=O)N(Cc2nc3ccccc3s2)C1=O	0	-6	-0.2	4	-0.3	10	0.1	-0.9	-9
Cc1nn(-c2ccccc2)c(Cl)c1/C=N/Nc1ccc(Cl)c(C(=O)O)c1	7	1	1.4	-2	-0.2	-3	/	0.6	/
COC(=O)c1cc(OC)c(OC)cc1NCC(=O)Nc1ccc(OC)c(OC)c1	1	4	2.0	0	-0.2	-19	/	-1.1	-11
O=C(CCCCCNc1nc(=S)[nH]c2ccccc12)N1CCN(c2ccccn2)CC1	-2	-2	0.4	5	i	24	/	-0.2	/
O=C1c2ccccc2C(Nc2ccc(Cl)cn2)N1Cc1ccccc1 (stereo unspecified)	5	4	1.2	4	0.2	8	2.3	5.0	-7
CC(=O)NC1C(=O)N=C(SC(C)C(=O)Nc2cccc(Cl)c2)NC1=O (stereo unspecified)	4	-3	0.4	-1	-0.4	7	0.7	0.2	-14
Cc1cc(C(=O)Nc2cccc([N+](=O)[O-])c2)c(C)o1	3	-1	-1.1	-13	-0.3	-7	-1.2	-0.7	-3
CCc1cccc(CC)c1NC(=S)NCCc1c(C)[nH]c2ccccc12	1	-5	-0.3	-1	-0.2	4	0.2	-0.5	4
COc1ccc(N2C(=O)CC(N3CCN(c4nc5ccccc5s4)CC3)C2=O)cc1 (stereo unspecified)	2	14	0.6	-3	-0.4	5	0.0	0.5	-13
O=S(=O)(/C=C/c1ccccc1)NC1CCCCCCC1	4	-1	-1.1	2	-3.6	21	/	70*	-32
Cc1ccc(C)c(Cn2nnc3c(=O)[nH]c(C4CCCN(C(=O)C5CCCCC5)C4)nc32)c1 (stereo unspecified)	-2	-4	0.3	-1	0.0	-5	/	2.1	8
O=C(NC1CCCC1)C1CCN(S(=O)(=O)N2CCCCC2)CC1	-4	-1	-0.3	1	i	0	/	0.5	-11
CC(C)(C)c1ccc(C(=O)NCC(=O)OCC(=O)NC(=O)NC2CCCC2)cc1	/	3	2.2	-5	-3.8	16	-0.5	0.4	19
CC1=C/C(=N\NC(=S)Nc2cccnc2)CC(C)(C)C1	3	-1	-0.7	3	-0.2	-9	5.0	-0.1	/
CC(C)c1ccc2c(c1)CC[C@H]1[C@](C)(CN)CCC[C@]21C	/	-11&5	-1.1&-0.3	3&0	-0.2&2.8	5&6	0.9&0.9	0.6&-2.0	10
O=C1NC(=S)NC1Cc1ccc(O)cc1 (stereo unspecified)	/	-3	-1.1	9	i	-6	-0.3	0.1	-3
CCOC(=O)c1ccc(N2C(=O)C3CCCN3C2=S)cc1 (stereo unspecified)	/	10	1.1	-2	-0.9	14	1.3	1.5	0
CC1(Cc2ccccc2Cl)C(=O)Nc2cc(-c3ccccc3Cl)ccc21 (stereo unspecified)	/	2	0.2	-6	i	21	-1.1	/	/
O=C(CNCCO)NC12CC3CC(CC(C3)C1)C2	-1	6	0.5	1	-0.4	1	/	12	-13
OC(COc1ccc(Cl)cc1)CSc1ccccn1 (stereo unspecified)	1	0	0.8	2	0.0	6	1.9	-0.2	-32
CSCCC1C(=O)OC2(C)CC(C)(C)NC(=S)N12 (stereo unspecified)	-2	-2	0.2	3	3.7	-1	/	-1.8	-16
Cc1ccc(N2CC(C(=O)OCC(=O)c3ccc[nH]3)CC2=O)cc1 (stereo unspecified)	/	7	-1.8	-5	-1.2	6	-0.2	-0.3	-12
C[C@@]12C(=O)N(CCc3c[nH]c4ccccc34)CC(=O)N1[C@H]1c3ccccc3OC[C@@H]1[C@@H]2c1ccccc1	/	-8	-1.2	13	i	7	1.5	1.5	19
CC(OC(=O)c1nc(Cl)ccc1Cl)C(=O)NCc1ccccc1 (stereo unspecified)	/	-2	-0.4	-7	-0.8	2	0.7	/	/
O=CNC(n1cnc2c(N3CCOCC3)ncnc21)C(Cl)(Cl)Cl (stereo unspecified)	4	-5	-0.1	-3	i	-2	-0.5	-0.9	-4
CC(=O)c1c(OCC(=O)N(C)C2CCCCC2)ccc2c(C)cc(=O)oc12	/	-6	-4.2	15	i	-3	0.5	0.1	-6
O=C(Nc1ccc(OCC(=O)N2CCOCC2)cc1)c1cc(F)c(F)cc1Cl	1	4	-1.6	8	-3.1	0	0.8	0.1	-4
C[C@@H]1CN([C@H](C)CO)C(=O)c2cc(C#CC(C)(C)O)cnc2O[C@@H]1CN(C)C(=O)C1CC1	/	-2	-0.4	7	-0.4	-4	0.2&-0.8&0.0	/	/
COc1ccc(S(=O)(=O)CCC(=O)Nc2c(C)cccc2C)cc1	4	-2	1.2	-8	-0.8	-1	0.0	-1.4	-4
CC(C)(C)c1ccc(C(=O)Nc2ccc(C(=O)NCc3cccnc3)cc2)cc1	1	-1	-2.3	7	-0.2	5	1.7	1.6	7
CCn1nc(C)cc1C(=O)N1CCCC(N2CCN(c3cccc(Cl)c3)CC2)C1 (stereo unspecified)	-5	0	0.3	0	-0.3	21	-0.2	-0.7	/
Cc1cc(C)c(NC(=O)Nc2ccc3c(c2)OCO3)c(C)c1	-2	/	/	3	i	0	1.1	-1.0	-13
Cc1ccc(/C(O)=C2\C(=O)C(=O)N(CCc3c[nH]c4ccccc34)C2c2cccnc2)cc1 (stereo unspecified)	3	1	-0.3	-2	i	10	2.4	-1.4	/
C(=C\c1ccccc1)/CN1CCN(C(c2cccs2)c2nnnn2C2CCCC2)CC1 (stereo unspecified)	/	0	0.1	-2	/	/	1.2	/	/
CC(C)C(c1nnnn1C1CCCC1)N1c2ccccc2CC1C (stereo unspecified)	3	-5	0.5	2	-0.3	6	/	-1.3	-20
COc1ccc(C(=O)NC(=S)Nc2cccc(NC(=O)c3ccco3)c2)cc1[N+](=O)[O-]	-7	-1	-0.2	5	-0.3	9	/	-0.5	-7
O=C(CSCc1ccc(Cl)cc1)Nc1nccs1	-1	-1	-0.3	4	i	-7	0.1	1.4	-28
N/C(=N\OC(=O)c1ccccc1F)c1cccc([N+](=O)[O-])c1	-3	9	-1.2	10	-0.3	9	-0.5	-0.9	/
Fc1ccc(CSc2ncnc3c2oc2ccccc23)cc1	2	2	1.9	13	-0.3	-1	/	1.5	-20&-22
Cc1ccc(OCC(=O)Nc2cccnc2Cl)cc1C	1	-3	0.7	-3	-0.3	7	-0.3	1.6	-4
CC[C@]12c3[nH]c4cc(-c5ccco5)ccc4c3CCN1C(=O)[C@@H](CC(=O)NCCCOC)C[C@@H]2C(=O)N1CCN(C(=O)C2CC2)CC1	/	-2	0.3	-5	-1.0	32	1.3	-1.4	-28
COC(=O)c1ccc(OC(=O)CCN2c3ccccc3Sc3ccccc32)cc1	-4	-1	-0.2	3	-2.0	12	/	-0.5	6

(more compounds)
SMILES	3CLpro inhibitor	Anthrax LF inh2	BoNT A protease	PrPC TRFRET	Vc quorum ag	Y pestis TopoI	TcdB GH inh	PfHsp40 rescue	SSB-PriA inh
CC1=CCC2C(=O)N(c3ccc(S(N)(=O)=O)cc3)C(=O)C2C1 (stereo unspecified)	-3	7	-0.2	5	1.2	-10	0.3	0.3	-9
COc1cccc(OCC(=O)Nc2ccncc2)c1	4	0	-1.1	-1	-0.9	-17	2.0	-2.3	-4
COCCNc1nc2nonc2nc1N(C)Cc1cccc2cnccc12	0	0	-0.3	5	-0.1	6	1.8	-0.7	-25
O=C(CNC(=O)Cc1ccccc1)NCC(=O)N1CCCCC1	3	0	0.8	3	i	12	-0.2	0.2	-1
COc1ccc(OCC(=O)NNc2nc3ccccc3s2)cc1	8	-28	3.7	-1	-0.5	3	-0.2	0.1	14
Cc1ccc2c(c1)/C(=C/c1ccc(F)cc1)C(=O)N2	4	1	-0.7	-3	i	14	1.7	16	-6
On1nnc2cc(C(F)(F)F)ccc21	6	-3	-0.3	6	-0.2	-3	-4.1	-1.1	4
Cc1cc(C)c(C)c(S(=O)(=O)N2CCN(CC(=O)Nc3ccc([N+](=O)[O-])cc3)CC2)c1C	-3	-2	-0.4	-8	i	3	/	-0.3	-5
CCOc1cc(NC(=S)NCC2CCCO2)c(OCC)cc1NC(=O)c1ccc(C)cc1 (stereo unspecified)	3	0	-0.1	2	-0.3	2	/	-2.3	-7
CCOC(=O)CCP(=O)(O)C(O)c1ccccc1 (stereo unspecified)	4	-1	-0.3	-6	i	1	/	0.5	-2

Exported field by field: 2 of the compounds above
CC(C)C(c1nnnn1C1CCCC1)N1c2ccccc2CC1C (stereo unspecified)
  3CLpro inhibitor = 3; Anthrax LF inh2 = -5; BoNT A protease = 0.5; PrPC TRFRET = 2; Vc quorum ag = -0.3; Y pestis TopoI = 6; TcdB GH inh = /; PfHsp40 rescue = -1.3; SSB-PriA inh = -20
On1nnc2cc(C(F)(F)F)ccc21
  3CLpro inhibitor = 6; Anthrax LF inh2 = -3; BoNT A protease = -0.3; PrPC TRFRET = 6; Vc quorum ag = -0.2; Y pestis TopoI = -3; TcdB GH inh = -4.1; PfHsp40 rescue = -1.1; SSB-PriA inh = 4

Other entries
SMILES	3CLpro inhibitor	Anthrax LF inh2	BoNT A protease	PrPC TRFRET	Vc quorum ag	Y pestis TopoI	TcdB GH inh	PfHsp40 rescue	SSB-PriA inh
COc1ccc(-c2nc(CN3CCN(c4ncccn4)CC3)c(C)o2)cc1C	0	-2	-0.3	-6	-0.2	10	3.9	1.1	-17
CCOC(=O)N1CCN(C(=O)C(=O)NNC(=O)COc2ccc(Cl)cc2)CC1	7	0	0.4	7	-0.2	-1	0.3	-1.4	-5
O=C(COC(=O)Cc1ccc(Br)cc1)NC1CCCCCC1	-1	0	0.7	2	i	-2	1.0	0.0	-12
CN(C)c1ccc(C(=O)N2CCNC(=O)C2CC(=O)Nc2ccc(F)cc2)cc1 (stereo unspecified)	6	-2	1.0	3	4.3	-2	-1.6	0.0	16
Cc1ccc(CCNC(=O)C2CCN(S(=O)(=O)c3ccc4c(c3)NC(=O)CO4)CC2)cc1	-1	2	-2.4	-4	i	22	2.0	-0.6	-7
CCOC(=O)[C@H]1[C@H]2COc3ccc(OC)cc3[C@@H]2N2C(=O)c3cc(OC)ccc3NC(=O)[C@@]12C	/	0	-0.3	4	-1.2	11	0.8	0.9	5
CCOCCn1c(CN2CCN(c3ccc(F)cc3)CC2)nc2c1c(=O)n(C)c(=O)n2C	3	-3	-2.0	6	-0.4	9	/	2.8	-11
CCC1(CC)NC(=O)N(CC(=O)OC(C)C(=O)Nc2ccc(S(N)(=O)=O)cc2)C1=O (stereo unspecified)	/	-7	-0.3	7	-0.5	-6	-0.1	/	/
